Assay outcomes (PubChem)
NSD2 HMT inh: NSD2 histone methyltransferase inhibitors, primary screen, biochemical, AlphaScreen, single concentration, set 2. Histone-lysine N-methyltransferase NSD2 (Homo sapiens), O96028. NSD2 peptide methylation, 120 min. inhibition, % at 12.5 µM. actives 0.54% (n = 310,000); in the data active = inhibition above about 50%
dFosB act: activators of delta FosB homodimer, primary screen, biochemical, fluorescence polarization, TAMRA-CDK5 oligo, single point | activation, % at 25 µM | AID 493131, 2011 | Protein FosB (Mus musculus), P13346 | actives 0.99% (n = 340,000) | purified delta FosB; percent of positive-control signal above neutral wells;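 active = mean activation above about 17%, with every replicate also reaching it, limit read from the data, passing the limit was not always enough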;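 note: fluorescence polarization rise as delta FosB binds a TAMRA Cdk5 AP-1 oligo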
Target sequence (P13346 whole entry, looked up): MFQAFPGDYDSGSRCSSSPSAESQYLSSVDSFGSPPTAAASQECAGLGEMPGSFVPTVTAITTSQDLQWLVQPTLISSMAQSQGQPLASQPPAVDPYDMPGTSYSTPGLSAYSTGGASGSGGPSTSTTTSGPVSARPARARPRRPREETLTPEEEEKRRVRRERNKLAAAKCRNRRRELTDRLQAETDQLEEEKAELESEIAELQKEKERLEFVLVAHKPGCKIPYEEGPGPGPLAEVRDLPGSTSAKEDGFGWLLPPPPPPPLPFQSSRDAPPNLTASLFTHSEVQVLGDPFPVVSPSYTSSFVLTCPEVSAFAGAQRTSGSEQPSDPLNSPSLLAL
SR-BI HDL uptake: inhibitors of SR-BI mediated HDL lipid uptake, primary screen, ldlA[mSR-BI] cells, fluorescence, single point. inhibition, % at 12.5 µM. actives 0.96% (n = 320,000). ldlA[mSR-BI] CHO cells, DiI-HDL uptake fluorescence, 3 h. AID 488896, 2010;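 active = mean replicate inhibition of at least 70% and a set share of replicates each scoring 70 or more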;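 note: 0% = median of neutral control wells and 100% = median of positive control wells; values of inactives mirror those of a sister screen read the other way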
SR-BI DiI-HDL act: activators of SR-BI mediated DiI-HDL uptake, primary screen, ldlA[mSR-BI] CHO cells, DiI fluorescence | activation, % at 12.5 µM | 3 h; 100 = double the neutral-control signal | actives 0.096% (n = 320,000);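 active = mean replicate activation of at least 60% and every replicate at or above 60%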;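 note: 0% = median plate neutral-control signal and 100% = twice that signal; values of inactives mirror those of a sister screen read the other way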
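Material – SR-BI-overexpressing, LDLR-lacking CHO cells · Medium – BSA-supplemented, HEPES-buffered Ham's F12, pH 7.4 · Doses – single concentration · Times – compound with DiI-HDL co-incubation, 3 h at 37 °C · Measured by – bottom-read fluorescence, 550/595 nm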
PfHsp90 set2: growth inhibition of PfHsp90-expressing yeast, primary screen, antimalarial PfHsp90 inhibitor project, S. cerevisiae, BacTiter-Glo luminescence, single point, set 2. BacTiter-Glo ATP, 48 h; yeast lacking PDR1 and PDR3 efflux regulators. inhibition, % at 9.4 µM. actives 0.32% (n = 310,000). AID 504621, 2011;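 active = every replicate shows inhibition above about 80%, whatever the replicate mean, limit read from the data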;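 note: 0% = DMSO neutral controls and 100% = 20 µM radicicol positive controls; yeast relying on Plasmodium falciparum Hsp90 in place of its own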
CAL PDZ FP-1: CAL PDZ peptide-binding inhibitors, primary screen, biochemical, fluorescence polarization, Cer-tagged CAL PDZ, HTS; actives 0.02% (n = 330,000); inhibition, % at 20 µM; purified CAL PDZ, TMR-peptide fluorescence polarization, 1 h; Golgi-associated PDZ and coiled-coil motif-containing protein (Homo sapiens), Q9HD26; AID 504414, 2011;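 active = highest replicate inhibition of at least 40%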;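 note: plate controls were DMSO neutral control wells for no effect and unlabeled competitor peptide control wells for full effect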
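System: tagged CAL PDZ domain. Schedule: 1 h room-temperature incubation prior to read. Signal: fluorescence polarization (mP). Measure: percent inhibition from loss of millipolarization.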
CAL PDZ FP-2: untagged CAL PDZ binding inhibitors, primary screen, biochemical, fluorescence polarization, HTS. Golgi-associated PDZ and coiled-coil motif-containing protein (Homo sapiens), Q9HD26. purified CAL PDZ, TMR-peptide fluorescence polarization, 1 h. inhibition, % at 24.9 µM. actives 0.92% (n = 300,000). AID 602252, 2012;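 active = mean inhibition of at least 30% with at least half of replicates also reaching 30%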;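 note: 0% = DMSO neutral control and 100% = excess unlabeled competitor peptide PRC23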
PvdQ acylase: P. aeruginosa PvdQ acylase inhibitors, primary screen, biochemical, fluorescence, plate reader and imaging, single point; inhibition, % at 10 µM; AID 488965, 2010; PvdQ acylase [Pseudomonas aeruginosa LESB58]; actives 0.063% (n = 340,000); purified PvdQ acylase; in the data active = inhibition above about 30%, passing the limit was not always enough;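 note: 0% = vehicle neutral wells and 100% = reference inhibitor wells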
MITF TRPM1 HTS: activators of MITF-driven TRPM1 promoter reporter, primary screen, cell-based, SK-MEL-5, luciferase, single point | SK-MEL-5 TRPM1-promoter luciferase, 24 h; % of positive control, neutral wells = 0 | activation, % at 12.5 µM | actives 0.75% (n = 300,000);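 active = mean activation of at least 80% with every replicate also reaching 80%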;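 note: 0% = neutral control wells and 100% = parthenolide positive control wells; values of inactives mirror those of a sister screen read the other way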
Rtt109 HAT inh: inhibitors of C. albicans Rtt109/Vps75 HAT, primary screen, biochemical, ThioGlo CoA-SH fluorescence, plate reader; Histone acetyltransferase RTT109 (Candida albicans (strain SC5314 / ATCC MYA-2876)), …; purified Rtt109/Vps75, 4 h; inhibition, % at 34.9 µM; actives 0.16% (n = 330,000);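 active = inhibition of at least 50% in every replicate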
Target sequence (Q5AAJ8 whole entry, looked up): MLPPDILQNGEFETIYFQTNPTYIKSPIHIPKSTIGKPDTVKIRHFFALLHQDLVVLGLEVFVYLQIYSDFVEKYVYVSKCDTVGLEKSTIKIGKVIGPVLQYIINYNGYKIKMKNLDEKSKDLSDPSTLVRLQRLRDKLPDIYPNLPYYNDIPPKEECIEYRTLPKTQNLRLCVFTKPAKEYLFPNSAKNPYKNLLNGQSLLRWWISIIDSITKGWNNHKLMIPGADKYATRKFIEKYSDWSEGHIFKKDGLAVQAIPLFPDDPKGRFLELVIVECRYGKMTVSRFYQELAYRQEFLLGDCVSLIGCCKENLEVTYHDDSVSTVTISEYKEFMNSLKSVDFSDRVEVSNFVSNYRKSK
The depositor's hits bear a star; . = not tested or not shown.

SMILES | NSD2 HMT inh | dFosB act | SR-BI HDL uptake | SR-BI DiI-HDL act | PfHsp90 set2 | CAL PDZ FP-1 | CAL PDZ FP-2 | PvdQ acylase | MITF TRPM1 HTS | Rtt109 HAT inh
Cc1ccc(-c2nnc(-c3cccc4ccccc34)o2)cc1 | -1 | -9 | 24 | -24 | . | 0.6 | -2 | 9 | 36 | -1
CCOC(=O)N1CCN(C(=O)CS(=O)Cc2nc(-c3ccc(OC)c(OC)c3)oc2C)CC1 (stereo unspecified) | -1 | -2 | 40 | -40 | -11 | 0.2 | . | 7 | 3 | 0
Cc1ccn2c(NC3CCCC3)c(-c3cccs3)nc2c1 | -12 | -6 | 32 | -32 | -13 | -1.1 | -3 | -10 | 5 | -7
Cc1ccc(CNC(=O)COC(=O)c2c(C)noc2C)cc1 | -1 | -9 | -9 | 9 | -9 | -0.1 | 1 | -7 | -7 | -7
Cc1cc(C)n(CC(=O)c2ccccc2)c(=O)c1C#N | -1 | -2 | -8 | 8 | 4 | -4.1 | -8 | -16 | 0 | 3
CCOc1ccc(NC(=O)N2CCC(NC(=O)c3ccco3)CC2)cc1 | 3 | -5 | -2 | 2 | . | . | -35 | -19 | . | -9
Cc1cc(N2CCC(C)CC2)nc2ccc(N3C(=O)CCC3=O)cc12 | 0 | 0 | 7 | -7 | 11 | 0.9 | . | 0 | . | -3
O=C(O)CCC(=O)Nc1ccc(N2CCOCC2)cc1 | -1 | 0 | -7 | 7 | 34 | -0.8 | 0 | -3 | 4 | 1
Cn1c(=O)oc2cc(S(=O)(=O)Nc3ccc4c(c3)OCO4)ccc21 | 1 | -2 | 3 | -3 | . | -0.7 | -2 | 2 | -3 | 5
COc1ccc(CCNC(=O)Cc2ccc(NS(=O)(=O)c3ccc(F)cc3)cc2)cc1OC | -1 | -13 | 36 | -36 | -7 | 0.1 | -4 | -11 | 4 | -14
O=C(c1cc(F)c(F)c(F)c1F)N1CCN(Cc2ccc3c(c2)OCO3)CC1 | -2 | 3 | -3 | 3 | -27 | 0.1 | -1 | -7 | -5 | 14
CN(C)S(=O)(=O)c1cccc(NC(=S)NC23CC4CC(CC(C4)C2)C3)c1 | 1 | -1 | 11 | -11 | -24 | -2.6 | -2 | -6 | -1 | 1
Cc1cc(Br)ccc1NC(=O)CN1C(=O)CCC1=O | -3 | -2 | -13 | 13 | . | -1.4 | . | 2 | -7 | 2
OCc1nc2ccccc2n1C/C=C/c1ccccc1 | 1 | 3 | -30 | 30 | . | -1.7 | -2 | -1 | . | -2
CCOC(=O)CSc1nc(-c2ccccc2)nc2ccc(F)cc12 | 1 | -16 | 18 | -18 | 16 | 0.0 | -3 | 14 | . | -5
Cn1c(NCCN2CCCCC2)cc(=O)n(C)c1=O | 3 | -1 | -9 | 9 | -1 | 0.0 | . | -7 | -2 | -5
CSc1ncc(C(=O)Nc2cccc(C)c2C)c(C)n1 | -1 | -1 | 4 | -4 | 18 | . | -2 | 6 | -2 | -1
CC(=O)c1ccc(-c2nnc(CCC(=O)N(C)Cc3cnc4ccccn34)o2)s1 | -1 | -3 | -13 | 13 | 6 | -4.1 | 4 | -7 | 14 | 5
COc1ccccc1C1CC(c2ccccc2)=NN1S(=O)(=O)c1ccccc1 (stereo unspecified) | 1 | -7 | 10 | -10 | -2 | -1.4 | -12 | -10 | -4 | 3
COc1ccc(CN2CCN(C(C)C)C(CCO)C2)cc1Cn1cncn1 (stereo unspecified) | 10 | -6 | -15 | 15 | 0 | 0.5 | -5 | -3 | 3 | -1
COc1ccccc1NS(=O)(=O)c1cccc2cccnc12 | . | -3 | 4 | -4 | -6 | 0.4 | 7 | 3 | -2 | 7
Cc1cccc(CN2C(=O)c3ccccc3S(=O)(=O)c3ccc(C(=O)NCCCN4CCCC4)cc32)c1 | 4 | -3 | -18 | 18 | 9 | -2.8 | 0 | 10 | -3 | 25
O=C(CCC(=O)N1CCOc2ccc(Cl)cc21)NCCCN1CCOCC1 | . | 8 | -24 | 24 | 6 | 0.4 | 1 | -8 | . | -10
CCOC(=O)c1c(N)sc(C(O)(C(F)(F)F)C(F)(F)F)c1-c1ccc(OC)cc1OC | 8 | 6 | 20 | -20 | -4 | -1.3 | -3 | 0 | -9 | 0
COC(=O)c1sccc1NC(=O)c1c(C)cc(=O)oc1C | -1 | -4 | 12 | -12 | 0 | -1.7 | -1 | -10 | -9 | 5
CC(C)NC(=O)CS(=O)(=O)c1ccccc1 | . | 7 | -24 | 24 | -11 | -0.8 | -1 | -15 | 6 | -2
CC(=O)OCC(=O)Nc1ccccc1C | 0 | 3 | -6 | 6 | 26 | -0.7 | . | -9 | -13 | -16
CCNC(=S)NNc1nc(N2CCOCC2)nc(N2CCOCC2)n1 | -2 | -4 | 2 | -2 | 6 | -1.0 | -3 | -13 | 5 | -1
O=C(c1ccccc1)c1nccc2ccccc12 | -1 | -9 | -3 | 3 | -35 | -1.7 | -2 | -10 | 14 | -9
Cc1ccn2c(=O)c(C(=O)NC3CCCCC3C)c(O)nc2c1 (stereo unspecified) | 1 | -5 | 0 | 0 | 15 | -0.6 | . | 7 | 15 | 3
O=C(NCc1cccnc1)Nc1cccc(Cl)c1 | -2 | -5 | 3 | -3 | 3 | -2.6 | -6 | -10 | -1 | -5
CC(=O)CSc1nc(C(F)(F)F)cc(=O)n1-c1ccccc1 | -4 | 3 | -35 | 35 | 0 | -0.4 | -2 | -10 | 5 | 2
CCC1(CC)NC(=O)N(CC(=O)N2CCN(c3ccccc3F)CC2)C1=O | 0 | -3 | -3 | 3 | . | -0.8 | -5 | -14 | 0 | 0
COc1ccc(N2CC(O)=C(c3nc(-c4ccc(Br)cc4)cs3)C2=N)cc1 | . | -7 | 27 | -27 | -18 | 0.3 | . | -10 | . | -17
COc1ccc(S(=O)(=O)Nc2ccc(NC(C)=O)cc2)cc1Cl | -2 | -4 | 0 | 0 | -21 | 0.3 | -2 | -6 | 10 | -3
CCOC(=O)Nc1ccc2c(c1)N(C(=O)CN1CCN3CCCC3C1)c1ccccc1CC2 (stereo unspecified) | 3 | 4 | -14 | 14 | . | 0.3 | . | -10 | 0 | -3
Cc1ccc(C2=NNC(C(O)C(O)C(O)CO)S2)cc1 (stereo unspecified) | 1 | -5 | 1 | -1 | 11 | -2.6 | 3 | -4 | 25 | -3
Cc1ccc(C(=O)NC(=S)NNC(=O)c2cccc([N+](=O)[O-])c2)cc1 | -2 | -10 | 1 | -1 | -10 | 0.2 | 2 | -13 | . | 0
COc1ccc(C(=O)NCc2ccc(C(=O)O)o2)cc1 | -2 | 2 | -12 | 12 | 9 | . | -2 | -18 | 0 | -20
O=C(COc1cccnc1[N+](=O)[O-])c1c[nH]c2ccccc12 | 0 | -12 | -8 | 8 | -3 | -3.2 | -4 | -7 | -17 | 2
CCOc1ccccc1/C=N/NC(=O)CNC(=O)c1ccc(S(=O)(=O)N2CCOCC2)cc1 | 1 | -1 | 18 | -18 | 0 | -1.1 | -6 | -3 | -8 | 9
C=CCn1c(=N)n(CC(=O)OC)c2ccccc21 | -1 | -1 | -18 | 18 | -10 | -0.7 | -2 | -13 | 6 | 4
O=c1ccc2cc(S(=O)(=O)N3CCN(c4ccccc4F)CC3)ccc2o1 | 0 | -4 | -11 | 11 | 26 | -2.2 | -3 | -2 | -11 | 18
CCOc1ccc(NS(=O)(=O)c2ccc3[nH]cc(C(=O)NC(C)CC)c(=O)c3c2)cc1 (stereo unspecified) | 2 | -19 | 17 | -17 | 19 | -1.1 | -8 | 1 | -17 | 20
COc1ccc(C(=O)NCCSCc2ccccc2Cl)cc1OC | -2 | -12 | 26 | -26 | 8 | -2.6 | 0 | -10 | . | 5
CCOC(=O)CNC(=S)N1CCn2c(nc3ccccc32)C1 | -5 | -4 | 6 | -6 | -2 | -2.1 | 0 | -10 | -7 | .
COc1ccc(C2/C=C\CN(C(=O)c3ccccc3)CC(=O)N2Cc2cccc(F)c2)cc1 (stereo unspecified) | . | -6 | -7 | 7 | 5 | -0.7 | 1 | -2 | 4 | -3
CC(C)/C=N/NC(=O)c1ccc(Cl)cc1 | 0 | -3 | -9 | 9 | -3 | -2.7 | 3 | -10 | -7 | -3
COc1cc(C(c2c(C)[nH][nH]c2=O)c2c(C)[nH][nH]c2=O)ccc1OCc1ccc([N+](=O)[O-])cc1 | 13 | -8 | 2 | -2 | . | 0.4 | . | -18 | 59 | -4
COc1ccc(/C=N/NC(=O)c2cc(C)oc2C)cc1OC | 1 | -3 | -10 | 10 | 3 | -1.1 | -3 | -7 | 18 | -4
O=C(CN1C(=O)C2CCCCC2C1=O)Nc1cc([N+](=O)[O-])ccc1F (stereo unspecified) | 2 | -3 | -13 | 13 | 2 | -1.0 | -1 | -8 | 3 | -7
CC1=C(C)C(=O)N(C(C)CCc2ccccc2)C1=O (stereo unspecified) | -3 | -3 | 4 | -4 | -8 | -0.2 | -4 | -17 | . | 3
Oc1ccc(/C=N/Nc2ccc(Cl)nn2)c(O)c1O | . | -2 | 23 | -23 | 15 | -2.1 | -4 | -9 | 3 | 2
CC(C)CC(=O)NC(=S)Nc1cccc2nsnc12 | 9 | -7 | 2 | -2 | -5 | -0.5 | -1 | -4 | 3 | -2
O=S1(=O)N=C(N/N=C/c2ccccn2)c2ccccc21 | -10 | 3 | -37 | 37 | -24 | -0.2 | -1 | 7 | -17 | -3
Cc1ccc(C(C)C)cc1OCC(=O)N1CCN(C(=O)c2ccco2)CC1 | 0 | -8 | -7 | 7 | -2 | -1.1 | -2 | -16 | -7 | 5

Exported as labelled records: part of the list above
mol: CC(C)CC(=O)NC(=S)Nc1cccc2nsnc12
  NSD2 HMT inh: 9
  dFosB act: -7
  SR-BI HDL uptake: 2
  SR-BI DiI-HDL act: -2
  PfHsp90 set2: -5
  CAL PDZ FP-1: -0.5
  CAL PDZ FP-2: -1
  PvdQ acylase: -4
  MITF TRPM1 HTS: 3
  Rtt109 HAT inh: -2
mol: O=S1(=O)N=C(N/N=C/c2ccccn2)c2ccccc21
  NSD2 HMT inh: -10
  dFosB act: 3
  SR-BI HDL uptake: -37
  SR-BI DiI-HDL act: 37
  PfHsp90 set2: -24
  CAL PDZ FP-1: -0.2
  CAL PDZ FP-2: -1
  PvdQ acylase: 7
  MITF TRPM1 HTS: -17
  Rtt109 HAT inh: -3
